mlh1 rad18: NCI yeast anticancer drug screen, S. cerevisiae mlh1 rad18 strain; growth inhibition, % at 50 µM; 11% of 79,000 active;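 also: 0% = growth of vehicle-only cultures of the same strain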
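Vehicle-treated cultures served as the reference for growth inhibition in a yeast strain carrying DNA damage repair alterations exposed to each compound.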
yeast bub3: NCI yeast anticancer drug screen, S. cerevisiae bub3 mutant strain. AID 167, 2004. growth inhibition, % at 50 µM. 9.9% of 78,000 active;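 also: 0% = growth of vehicle-only cultures of the same strain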
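Readout: yeast growth inhibition, expressed relative to vehicle-only wells. The test organism is a mutant strain from a panel with lesions in DNA repair or checkpoint genes.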
rad50: NCI yeast anticancer drug screen, S. cerevisiae rad50 strain. AID 155, 2004. % growth inhibition at 50 µM. 10% of 79,000 active;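 also: 0% = growth of vehicle-only cultures of the same strain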
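Relative growth inhibition (compound vs vehicle) was measured in yeast with a defined repair-gene alteration.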
yeast sgs1 mgt1: NCI yeast anticancer drug screen, S. cerevisiae sgs1 mgt1 strain; % growth inhibition at 50 µM; 10% of 78,000 active;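 also: 0% = growth of vehicle-only cultures of the same strain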
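Inhibition of yeast growth, normalised to vehicle-treated controls, is reported for a strain bearing genetic alterations in DNA damage repair.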
cln2 rad14: NCI yeast anticancer drug screen, S. cerevisiae cln2 rad14 strain. 8.3% of 78,000 active. growth inhibition, % at 50 µM;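 also: 0% = growth of vehicle-only cultures of the same strain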
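Yeast carrying cln2 and rad14 alterations (cell cycle control and DNA damage repair) were exposed to compounds. Growth inhibition was measured against vehicle-treated controls.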
yeast mec2-1: NCI yeast anticancer drug screen, S. cerevisiae mec2-1 strain; AID 157, 2004; growth inhibition, % at 50 µM; 9% of 79,000 active;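 also: 0% = growth of vehicle-only cultures of the same strain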
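Cells of the genetically defined mec2-1 yeast strain are incubated with test compound. Inhibition of growth is calculated against vehicle-treated controls.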
* = called active by the depositor; & = joins results of further samples; ! = a repeat was not active. Rule as the data show it: active = growth inhibition above about 70%; inactive = the rest.

SMILES | mlh1 rad18 | yeast bub3 | rad50 | yeast sgs1 mgt1 | cln2 rad14 | yeast mec2-1
O=C(NNC1CCN(Cc2ccccc2)CC1)c1ccccc1 | 13 | 2 | 12 | 5 | 17 | -18
C/C=C/C(=O)OC1CCCC1 | 24 | 10 | 31 | 24 | 19 | 12
CC(C)(C)C(=O)OC(N)/C=C/c1ccccc1 (stereo not given) | -20 | 83* | 2 | 79* | 37 | -10
CCOP(=O)(OCC)OC1CC(n2cnc3c(N(CC)CC)ncnc32)OC1CO[Si](C)(C)C(C)(C)C (stereo not given) | -16 | 48 | 19 | 54 | 39 | 9
O=C(/C(=C/c1ccc(Cl)cc1)c1ccccc1)c1ccc(O)cc1 | 97* | 97* | 96* | 97* | 93* | 96*
COc1cc([C@@H]2c3cc4c(cc3[C@H](OC3OC5COC(c6ccccc6)OC5C(O)C3O)[C@H]3COC(=O)[C@H]23)OCO4)cc(OC)c1OC (stereo not given in full) | 81* | 77* | 81* | 76* | 63 | 81*
CCN(CC)C1=CC(=O)C(N(CC)CC)=CC1=O | 2 | 13 | 1 | -7 | -4 | 0
Cc1c(C)[n+](C)c2ccccn12 | -46 | -13 | -22 | -9 | -2 | -7
CC1(C)OC(c2ccccc2)=C/C1=C(\C=O)C(=O)c1ccccc1 | 8 | 19 | 3 | -2 | -39 | -2
CCC/C=C1\CCC(CN(C)C)C1=O (stereo not given) | 15 | -12 | -10 | 19 | -1 | 8
Cc1cccc(Cl)c1NCCN1CCCC1 | -4 | -6 | -2 | -11 | -27 | -8
CN(C)c1ccc(Cc2cc3c(O)ccc(O)c3cc(Cc3ccc(N(C)C)cc3)c2=O)cc1 | -48 | -27 | -16 | -18 | -5 | -24
CCN(CC)CCCNc1cnnc2cc(Cl)ccc12 | -7 | 4 | -10 | -3 | -43 | 2
Cc1cnc(Sc2ncccc2[N+](=O)[O-])nc1 | 7 | -3 | 33 | 23 | 26 | 6
O=C(CNNC(=O)OCc1ccccc1)OCc1ccccc1 | 22 | -15 | 13 | 1 | -44 | 14
CN(C)c1ncnc2c1ncn2C | 61 | 39 | 71* | 59 | 17 | 61
O=S(=O)(c1ccc(Cl)cc1)C1CC1c1ccccc1 (stereo not given) | 1 | 29 | 9 | 14 | 18 | -8
CC(C)(C)C(=O)/C=C/c1ccccc1 | -26&-17 | -41&9 | -3&2 | 3&-12 | 2&10 | -9&1
O=C(O)c1c(Cl)cccc1[N+](=O)[O-] | 8 | -3 | -17 | 6 | -18 | -4
COc1ccc2nc3c([N+](=O)[O-])ccc4c3c(c2c1)NCCN4CCO | 4 | -19 | -9 | -12 | -9 | -43
Oc1ccc(-c2c3ccccc3c(-c3ccc(O)cc3)c3ccccc23)cc1 | 1 | -9 | -1 | -32 | -7 | -10
Cc1cc(NN)nc2n[nH]c(N)c12 | 1 | -1 | 8 | 8 | -6 | -16
O=C1c2ccccc2C(=O)N1CCS(=O)(=O)O | 10 | 10 | 9 | 14 | -8 | 18
O=C1NC(=O)C(c2ccco2)N1 (stereo not given) | 8 | -17 | 4 | -12 | 5 | -2
COc1ccc2c3ccc4c(c3n(C)c2c1)C(=O)c1ccccc1C4=O | -46 | -23 | -38 | -53 | -15 | -36
CCCC[n+]1ccc(C#N)cc1 | 25 | -10 | 8 | 15 | 2 | 0
COC1/C=C/OC2(C)Oc3c(C)c(O)c4c(O)c(c(C5SCCS5)c(O)c4c3C2=O)NC(=O)/C(C)=C\C=C\C(C)C(O)C(C)C(O)C(C)C(O)C1C (stereo not given) | 37 | 0 | 5 | -11 | 5 | 19
CCCSc1nc(COC(=O)NC)c(COC(=O)NC)n1C | 5&-20 | -2&-5 | -10&-5 | -9&-6 | 3&-12 | 2&-25
c1cnc(N2CCCCC2)cn1 | -23 | -15 | -20 | -7 | -10 | 2
CC(=O)OC1=C(Cl)C(=O)C(OC(C)=O)=C(Cl)C1=O | -25 | -38 | -3 | 8 | 5 | -13

Some of the entries so far, with values under each structure.
Values in the order: mlh1 rad18	yeast bub3	rad50	yeast sgs1 mgt1	cln2 rad14	yeast mec2-1
- Oc1ccc(-c2c3ccccc3c(-c3ccc(O)cc3)c3ccccc23)cc1
→ 1	-9	-1	-32	-7	-10
- c1cnc(N2CCCCC2)cn1
→ -23	-15	-20	-7	-10	2

(further entries)
SMILES | mlh1 rad18 | yeast bub3 | rad50 | yeast sgs1 mgt1 | cln2 rad14 | yeast mec2-1
COc1ccccc1C(=O)N(C)c1ccc(Cl)c(C(=O)OC(C)C)c1 | 7 | 44 | 31 | 46 | 38 | 25
CCCNc1ncnc2c1cnn2C | -7 | -21 | 11 | -16 | 28 | 24
C[C@@H]1CC=C[C@@H](NC(=O)OCc2ccccc2)[C@H]1C=O | 80* | 5 | 14 | 69 | 16 | -7
CCN1/C(=C\c2cc(C)nc(-c3ccccc3)[n+]2C)C=Cc2ccccc21 | 99* | 99* | 98* | 99* | 99* | 98*
CC1=C(C(=O)Nc2ccccc2)C(c2ccc(N(C)C)cc2)C(C(=O)Nc2ccccc2)=C(C)N1 | 16 | -7 | -14 | -6 | 24 | 7
O=C(O)C12CCCC(CCC1)C2 | -1 | 0 | -2 | -4 | -4 | 1
CCNC1(C(=O)c2ccccc2)CCCC1 | -13 | -15 | -4 | 13 | -6 | 0
O=C(C(/C=N/C(=S)NC1C(=O)Nc2ccccc21)=C(/O)c1ccccc1)c1ccccc1 (stereo not given) | -9 | 22 | 10 | 17 | 28 | -1
CCOC(=O)C1C(=O)N(C)C(=O)N1c1ccc(C)cc1 (stereo not given) | -7 | 3 | 13 | -22 | 12 | -2
On1c(-c2ccccc2)nc2ccccc2c1=S | 85* | 90* | 87* | 37 | 25 | 87*
c1ccc(CNCCCCNCCCNCc2ccccc2)cc1 | 22 | 22 | 22 | 9 | -4 | -8
CON(C)S(=O)(=O)c1ccccc1 | -10 | 3 | 18 | -5 | -39 | -2
CCOC(=O)C1=CC(C)(C(=O)OCC)Nc2c(nc(SC)[nH]c2=O)N1 (stereo not given) | 2 | -12 | -31 | -15 | 9 | -25
Cc1ccc(S(=O)(=O)Nc2cccc3c(=O)[nH]cnc23)cc1 | 19 | 10 | 2 | 1 | -37 | -14
CN1CCc2c1nc(-c1cccnc1)c1c2N(C)CC1 | 3 | 18 | 13 | 12 | 26 | 5
O=C(COc1ccccc1)OC1CCCC1 | 5 | -3 | 18 | -10 | -2 | -13
Cc1cc(C[P+](c2ccccc2)(c2ccccc2)c2ccccc2)c(C)cc1C[P+](c1ccccc1)(c1ccccc1)c1ccccc1 | 94* | 92* | 95* | 92* | 83* | 97*
CCOC(=O)C(/C=C/C(C)C)(CC)C(=O)OCC | 24 | -7 | -9 | 8 | 45 | 11
Cn1cnc2ncnc(NCc3ccc(Cl)c(Cl)c3)c21 | -25 | 5 | -1 | -7 | -21 | 19
O=C(Cc1ccccc1)SC(=O)Cc1ccccc1 | 10 | 39 | 0 | 19 | -9 | 29
CCC(CO)(CO)CO | 13 | -4 | -10 | -1 | 13 | -32
Nc1ccc(Cl)cc1C(=O)O | 17 | -6 | 31 | 26 | -3 | 23
Clc1ccc(-c2cc(-c3cc(-c4ccc(Cl)cc4Cl)n[nH]3)[nH]n2)c(Cl)c1 | 9 | 10 | 14 | -5 | 21 | 2
O=C(O)Cc1cc(I)c(Oc2ccc(O)c(I)c2)c(I)c1 | 90* | 92* | 90* | 91* | 89* | 92*
CCC(C)c1ccccc1OCC(C)O (stereo not given) | 4 | -1 | 6 | -8 | 7 | 7
Cc1c(NC(=O)Nc2cc(C(F)(F)F)ccc2Cl)c(=O)n(-c2ccccc2)n1C | -4 | 3 | -9 | -13 | -49 | -4
O=c1c2ccccc2nc(-c2ccc(Br)cc2)n1NC1OC(CO)C(O)C(O)C1O (stereo not given) | 13 | -9 | 7 | 5 | -2 | 3
CCCC(=O)OCC1OC(n2cc(F)c(=O)[nH]c2=O)CC1OC(=O)CCC (stereo not given) | 10 | -14 | 4 | 14 | -4 | 8
CCOC(=O)CNC(=O)C1OC(n2cnc3c(N)ncnc32)C2OC(C)(C)OC12 (stereo not given) | -19 | -4 | -26 | -5 | -39 | -25
CCCCCCCCCCCCCCCCC1Cc2ccccc2C1 | -8 | -4 | -13 | -13 | -12 | 8

Random excerpt: 4 entries already listed
SMILES | mlh1 rad18 | yeast bub3 | rad50 | yeast sgs1 mgt1 | cln2 rad14 | yeast mec2-1
Nc1ccc(Cl)cc1C(=O)O | 17 | -6 | 31 | 26 | -3 | 23
CCCCCCCCCCCCCCCCC1Cc2ccccc2C1 | -8 | -4 | -13 | -13 | -12 | 8
CCC(C)c1ccccc1OCC(C)O (stereo not given) | 4 | -1 | 6 | -8 | 7 | 7
Cc1c(NC(=O)Nc2cc(C(F)(F)F)ccc2Cl)c(=O)n(-c2ccccc2)n1C | -4 | 3 | -9 | -13 | -49 | -4

The list goes on:
SMILES | mlh1 rad18 | yeast bub3 | rad50 | yeast sgs1 mgt1 | cln2 rad14 | yeast mec2-1
CN(C)CCNC(=O)c1cccc(N(C)C(=O)c2ccccc2)c1[N+](=O)[O-] | 3 | 7 | 7 | 6 | 18 | -9
CC(=O)OC1OC(CI)C(OC(C)=O)C(OC(C)=O)C1OC(C)=O (stereo not given) | 9&24 | 94*! | 6&16 | -12&5 | 6&17 | 13&17
Clc1ccc(-c2cc3nc4ccccc4nc3o2)cc1 | -78 | 14 | 2 | 9 | 3 | 4
COc1cccc2c1C(=O)c1c(OC)cccc1C2=O | 20 | 21 | 1 | 24 | -5 | 8
CCCCCCCC1CCCCC1 | -6 | -7 | -15 | -12 | -8 | -14
CC(=O)c1cccc(O)c1 | 18 | -5 | 6 | 7 | 1 | -9
COc1ccc(CCBr)cc1 | 15 | 18 | 15 | 22 | 0 | 14
COC(=O)c1cc(-c2ccc(N)cc2)n2c(N)nnc2n1 | 19 | 2 | 15 | 26 | -2 | 23
O=S1(=O)OCCOS(=O)(=O)C1(Br)Cc1ccccc1 | -24 | -64 | -68 | -38 | -40 | -41

Arranged by SMILES length (highest first): some entries from above
SMILES | mlh1 rad18 | yeast bub3 | rad50 | yeast sgs1 mgt1 | cln2 rad14 | yeast mec2-1
CN(C)CCNC(=O)c1cccc(N(C)C(=O)c2ccccc2)c1[N+](=O)[O-] | 3 | 7 | 7 | 6 | 18 | -9
CC(=O)OC1OC(CI)C(OC(C)=O)C(OC(C)=O)C1OC(C)=O (stereo not given) | 9&24 | 94*! | 6&16 | -12&5 | 6&17 | 13&17
COC(=O)c1cc(-c2ccc(N)cc2)n2c(N)nnc2n1 | 19 | 2 | 15 | 26 | -2 | 23
O=S1(=O)OCCOS(=O)(=O)C1(Br)Cc1ccccc1 | -24 | -64 | -68 | -38 | -40 | -41
COc1cccc2c1C(=O)c1c(OC)cccc1C2=O | 20 | 21 | 1 | 24 | -5 | 8
COc1ccc(CCBr)cc1 | 15 | 18 | 15 | 22 | 0 | 14
